SUMO1-SIM PPI: SUMO1-SIM interaction modulation; P63165; SUMO1 binding to a labelled peptide, TR-FRET, 1 h; inhibition, % at 20 µM; hit rate 0.33% among 360,000; AID 602429; in the data active means inhibition above about 37%
Target sequence (P63165 whole entry, looked up): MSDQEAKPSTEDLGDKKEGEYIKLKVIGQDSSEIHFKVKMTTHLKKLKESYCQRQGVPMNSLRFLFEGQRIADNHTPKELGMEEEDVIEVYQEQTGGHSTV
TbMetRS inhib: Trypanosoma brucei MetRS inhibition | purified T. brucei MetRS, ATP depletion, Kinase-Glo luminescence | inhibition, % at 11.9 µM | hit rate 0.4% among 360,000 | AID 624268;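 active means inhibition above a per-plate cutoff of the control wells' mean inhibition plus 3 SD, cut at about 5.5% in these data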;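 further: 0% = DMSO wells median and 100% = median of wells with control inhibitor compound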
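technique = Kinase-Glo luminescence, ATP depletion format | system = purified MetRS (methionyl-tRNA synthetase) enzyme from Trypanosoma brucei | timing = 15 min preincubation, 2 h reaction, all 25 °C | evaluation = percent inhibition versus plate control medians | dosing = single dose, 11.9 µM final nominal, 0.9% final DMSO | also added = substrates ATP, L-methionine and bulk Escherichia coli tRNA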
STEP inh: blocks human striatal-enriched tyrosine phosphatase. P54829. recombinant STEP, OMFP fluorogenic substrate, fluorescence. inhibition, % at 20 µM. hit rate 0.25% among 360,000. AID 588621;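 active means inhibition at 20 µM, scaled per plate between control wells, above about 37%, limit read from the data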;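 further: 0% = DMSO with enzyme and substrate and 100% = substrate only without enzyme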
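material = STEP tyrosine phosphatase | reagent = fluorogenic phosphatase substrate OMFP at 25 µM final | doses = single compound dose of 20 µM, 1% DMSO final | schedule = 20 min reaction, room temperature, in the dark | measured by = fluorescence, 480/540 nm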
LMPTP block: blocks human LMPTP phosphatase | P24666 | recombinant LMPTP-A, OMFP fluorogenic substrate, fluorescence intensity | inhibition, % at 20 µM | hit rate 0.22% among 360,000 | AID 651560;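 active means compounds that cut the enzyme signal by at least half of the control window in the single-dose screen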;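 further: plate controls were DMSO wells with enzyme plus substrate for no effect and substrate without enzyme for full effect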
Target sequence (P24666 whole entry, looked up): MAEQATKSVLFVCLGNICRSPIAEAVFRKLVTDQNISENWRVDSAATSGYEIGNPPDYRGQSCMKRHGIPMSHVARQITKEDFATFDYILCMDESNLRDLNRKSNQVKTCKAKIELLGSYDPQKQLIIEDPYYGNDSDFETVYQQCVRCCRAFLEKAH
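Test system: LMPTP-A phosphatase enzyme. Amount: LMPTP-A at 0.625 nM final in the reaction. Reagent: OMFP substrate, 400 µM final. Times: 50 min at room temperature. Signal: endpoint fluorescence intensity from OMFP dephosphorylation. Read-out basis: % inhibition. Benchmarks: no-enzyme and uninhibited controls.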
Rpn11 inh: inhibitors of human proteasome Rpn11. hit rate 0.59% among 360,000. calls only at 20 µM. human 26S proteasome, Ub4-pepOG fluorescence polarization; 20S core pre-blocked with epoxomicin. AID 588493. O00487;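 active means inhibition at 20 µM, scaled to each plate's controls, above about 33%, limit read from the data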
Target sequence (O00487 whole entry, looked up): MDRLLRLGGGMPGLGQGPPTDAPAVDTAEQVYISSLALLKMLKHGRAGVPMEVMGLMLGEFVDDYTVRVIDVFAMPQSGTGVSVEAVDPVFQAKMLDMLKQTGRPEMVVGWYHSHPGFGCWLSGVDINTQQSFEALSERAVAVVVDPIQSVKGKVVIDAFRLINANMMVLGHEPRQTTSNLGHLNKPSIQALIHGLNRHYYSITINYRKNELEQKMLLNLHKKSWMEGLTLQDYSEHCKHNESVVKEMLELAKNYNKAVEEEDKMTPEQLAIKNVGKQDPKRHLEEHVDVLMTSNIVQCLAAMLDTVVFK
NadD block: inhibitors of Staphylococcus aureus NadD; inhibition, % at 20 µM; purified NadD enzyme, colorimetric absorbance read-out; hit rate 0.78% among 360,000; AID 602399; in the data active means inhibition above about 26%; further: some compounds past the cut are filed as inactive
DNMT1 inh: inhibitors of human DNMT1. P26358. DNMT1 molecular beacon, Hinp1I cleavage, fluorescence. inhibition (reported as % activation of signal), % at 10 µM. hit rate 0.83% among 360,000. AID 588458; in the data active means inhibition above about 50%
CSN inh: blocks human CSN-mediated cullin deneddylation; AID 651999; Q92905; Purified CSN, SCF-Nedd8-OG deneddylation, fluorescence polarization; hit rate 0.38% among 360,000; inhibition, % at 12.5 µM;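 active means pattern-corrected inhibition above about 35%, with an unprinted fluorescence ratio check between 0.5 and 1.5, limit read from the data, passing the limit was not always enough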;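 further: 0% = enzyme with substrate and 100% = substrate without enzyme; some results filed as inactive read as strong as hits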
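Material: purified human Csn5 enzyme expressed in HEK293T cells / Medium: Tris buffer pH 7.5, NaCl, DTT, Tween-20, trehalose, ovalbumin / Compound dosing: 12.5 µM single point / Schedule: 90 min incubation of compound, enzyme and substrate at room temperature / Signal: fluorescence polarization of the substrate / Control set: no-enzyme wells high, enzyme-with-substrate wells low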
Scp1 inh: inhibitors of human Scp-1 phosphatase; hit rate 0.88% among 340,000; Recombinant Scp1, phosphopeptide, malachite green phosphate absorbance; inhibition, % at 20 µM;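 active means inhibition above about 50% at 20 µM, limit read from the data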;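 further: plate controls were DMSO wells with enzyme for no effect and wells lacking enzyme for full effect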
Target sequence (Q9GZU7 76-261 limits assumed): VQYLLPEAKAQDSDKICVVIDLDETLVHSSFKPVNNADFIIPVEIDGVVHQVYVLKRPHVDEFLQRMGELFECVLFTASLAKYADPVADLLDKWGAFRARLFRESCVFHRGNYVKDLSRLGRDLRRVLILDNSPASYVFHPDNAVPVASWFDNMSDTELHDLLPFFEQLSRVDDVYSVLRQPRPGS
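Test system: SCP-1 phosphatase catalytic domain, residues 76-261; measured by: colorimetric phosphate reagent with accelerator and stabiliser, absorbance at 630 nm; timing: enzyme reaction 45 min at room temperature, colour 5 min, stabilisation 30 min; also added: Phosphorylated 17-residue peptide substrate; compound dosing: one concentration, 20 µM, with 1.0% DMSO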
PABP1 MLLE inh: inhibitors of microRNA-mediated deadenylation, human PABP1 MLLE binding; P11940; GST-MLLE / FITC-PAM2 fluorescence polarization; inhibition, % at 20 µM; hit rate 0.36% among 360,000; in the data active means inhibition above about 35%, passing the limit was not always enough;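 further: plate controls were DMSO wells with GST-MLLE for no effect and wells lacking GST-MLLE protein for full effect; some results filed as inactive read as strong as hits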
Starred values were filed as active, the others as inactive; i = inactive; . = not tested or not shown.

SMILES	SUMO1-SIM PPI	TbMetRS inhib	STEP inh	LMPTP block	Rpn11 inh	NadD block	DNMT1 inh	CSN inh	Scp1 inh	PABP1 MLLE inh
CCOc1ccc(S(=O)(=O)Nc2ccn(C)n2)cc1	2	0.1	-2	-0.5	i	-5	1	-4	-8	2
CCN1CCN(c2cc(C)c3cc(NC(=O)c4ccc5c(c4)OCO5)ccc3n2)CC1	12	0.1	-1	3.4	i	2	-5	0	-7	6
Cc1nn(Cc2noc(C(=O)NCC3CCCO3)n2)c(C)c1Br (centres undefined)	-3	0.5	-1	-0.7	i	2	1	10	-3	3
CCNC(=O)C1(C)CCCN(C(=O)c2cc(C)n(C(C)(C)C)n2)C1 (centres undefined)	9	-0.1	-2	-0.8	i	3	2	-4	.	-2
O=C(CCc1ccccc1)NNC(=O)c1ccco1	-1	-0.1	-3	-0.5	i	-4	3	2	-2	6
CCCCCOC(=O)NCCOC(=O)Nc1ccc(C(=O)OCC)cc1	-2	-0.6	-2	0.8	i	-8	-3	-1	-13	-13
CC(C)NC(=O)C1C(c2ccc(C(F)(F)F)cc2)=Nc2ccccc2N1C(=O)c1cccc2ccccc12 (centres undefined)	-19	0.3	.	2.3	.	.	.	-3	.	.
CC1=C(C(=O)OC(C)C)C(C)NC(=O)N1 (centres undefined)	1	-0.3	-7	0.6	i	1	0	-3	-3	5
CCOCc1nnc(NC(=O)c2ccco2)s1	0	-0.2	1	-3.0	i	0	2	0	-6	-2
CCOC(=O)c1c(C)n(C)c2ccc(O)c(CN3CCCCC3)c12	-2	-0.5	1	0.3	i	3	2	-2	-3	5
O=S(=O)(c1ccc(Cl)cc1)n1cccn1	5	-0.1	0	-0.8	i	0	2	-2	4	-1
CNC(=O)CC1C(=O)N(C)C(=S)N1NC(=O)c1ccccc1 (centres undefined)	-4	0.3	-2	-1.2	i	-4	-1	-1	-5	8
COCCCNC(=O)CN(c1cc(Cl)ccc1OC)S(C)(=O)=O	6	0.1	1	-0.2	i	1	-2	-5	-8	2
O=C(CCc1ccccc1)Nc1ccc(NS(=O)(=O)c2ccccc2)cc1	-1	0.7	0	1.3	i	-5	-2	-4	-11	23
Cc1cc(OCCCn2cnc3ccccc3c2=O)ccc1[N+](=O)[O-]	-6	-0.3	3	-0.4	i	1	-8	-2	0	5
CCCNC(=O)C1(C)CCCN(Cc2ccc(Cl)cc2)C1 (centres undefined)	-4	-0.1	-1	-1.7	i	-5	-3	-1	.	-1
CC(Sc1nc(N)cc(N)n1)C(=O)NCC1CCCO1 (centres undefined)	2	0.1	0	-0.3	i	1	2	1	-5	3
CC(C)(C)c1ccc(-c2nnc(SCC(=O)O)n2N)cc1	2	0.0	0	-1.0	i	9	-1	-1	-5	-130
CC(C)Oc1ccc(C(CC(=O)O)NC(=O)CSc2ncn[nH]2)cc1 (centres undefined)	5	-0.9	-2	-2.3	i	-4	3	-2	-5	-11
O=C(CCn1c(=O)sc2ccccc21)NCCCn1ccnc1	-3	-0.8	-8	-0.1	i	-2	2	1	-5	6
O=C1Nc2c(Cl)cc(Cl)cc2C1=O	-5	-0.1	2	-0.2	i	1	60*	6	-2	7
CCOc1ccc(S(=O)(=O)NCCC(=O)NCC(c2ccc(OC)cc2)N2CCCC2)cc1 (centres undefined)	4	-0.3	2	-0.2	i	-1	-1	-1	-7	8
COc1cccc(CNC(=O)CN(C)S(=O)(=O)c2ccc3c(c2)c(=O)n(C)c(=O)n3C)c1	1	-0.5	-1	-1.0	i	4	-1	2	-12	-5
O=C(O)C(Nc1nc(C(F)(F)F)nc2ccccc12)c1ccccc1 (centres undefined)	6	1.9	3	0.5	i	-1	0	-2	-2	3
C[C@@]12C(=O)N(c3ccccc3)C(=O)N1[C@@H]1c3ccccc3OC[C@@H]1[C@H]2c1ccccc1	2	-0.2	2	0.9	i	-9	2	2	-18	0

Among those listed so far, these have a COOH group:
SMILES	SUMO1-SIM PPI	TbMetRS inhib	STEP inh	LMPTP block	Rpn11 inh	NadD block	DNMT1 inh	CSN inh	Scp1 inh	PABP1 MLLE inh
CC(C)(C)c1ccc(-c2nnc(SCC(=O)O)n2N)cc1	2	0.0	0	-1.0	i	9	-1	-1	-5	-130
CC(C)Oc1ccc(C(CC(=O)O)NC(=O)CSc2ncn[nH]2)cc1 (centres undefined)	5	-0.9	-2	-2.3	i	-4	3	-2	-5	-11
O=C(O)C(Nc1nc(C(F)(F)F)nc2ccccc12)c1ccccc1 (centres undefined)	6	1.9	3	0.5	i	-1	0	-2	-2	3

The listing continues.
SMILES	SUMO1-SIM PPI	TbMetRS inhib	STEP inh	LMPTP block	Rpn11 inh	NadD block	DNMT1 inh	CSN inh	Scp1 inh	PABP1 MLLE inh
O=C(COC(=O)c1ccc(F)cc1)NCc1ccc(F)cc1	0	-0.4	-3	-0.6	i	-3	1	-8	-8	4
CCc1ccc(NS(=O)(=O)c2cc3c(cc2C)n(C)c(=O)c(=O)n3C)cc1	5	0.0	4	0.9	i	5	1	0	-10	11
Cc1cc(C(=O)OCC(=O)N(CC(C)C)c2c(N)n(Cc3ccccc3)c(=O)[nH]c2=O)c(C)o1	-3	-0.2	0	0.8	i	5	1	-1	7	-29
CC(C)(C)c1ccc(C(=O)N2CCC(C(=O)NCCC3=CCCCC3)CC2)cc1	1	0.1	0	1.7	i	1	-1	-1	-8	3
CC(=O)C1CCC2C3CC(C)C4(O)CC(=O)CCC4(C)C3C(O)CC12C (centres undefined)	-4	0.1	2	-0.2	i	1	5	1	19	4
Clc1ccc(CSC2=NCCCN2)cc1Cl	1	0.7	-2	-1.9	i	-9	3	3	-1	-3
CCCNc1c(NS(=O)(=O)c2cccs2)c(=O)oc2ccccc12	-3	-0.8	-2	-1.2	i	-8	2	3	-3	19
Cc1cc(=O)oc2cc(OCC3CC(c4ccccc4)=NO3)ccc12 (centres undefined)	-5	-0.3	2	1.1	i	-3	-1	-1	-8	1
CCN(CC(=O)NC1CCS(=O)(=O)C1)S(=O)(=O)c1ccccc1 (centres undefined)	-3	-0.1	-1	0.3	i	-2	6	2	-3	3
C=C[C@@H]1c2cc(C)ccc2N(S(=O)(=O)c2ccc(C)cc2)[C@H](c2ccccc2)C1(C#N)C#N	1	-0.2	2	0.2	i	15	-7	2	-8	10
COc1ccc(S(=O)(=O)N(CC(=O)NCc2ccncc2)c2cc(C)cc(C)c2)cc1OC	3	0.1	1	-0.1	i	-3	0	-3	-2	-2
COC(=O)C1C2C=CC(C3CC23)C1C(=O)OCC(=O)c1ccc(OC)cc1 (centres undefined)	-1	-1.4	-4	-1.8	i	-5	0	8	-5	-5
Cc1cc(NS(=O)(=O)c2ccc(NC(=O)c3cccnc3)cc2)nc(C)n1	11	-0.1	-1	-0.9	i	-3	1	-2	-2	16
CCOc1ccc(CN(C)C(=O)c2ccc3ccccc3n2)cc1	2	-0.4	-2	-3.5	i	1	0	-5	-6	2
C=C(C)CSc1nnc2n(N)c(=O)c3ccccc3n12	0	-0.1	-6	0.0	i	4	3	0	-2	-16
Cc1c(C(=O)OCC(=O)N2c3ccccc3CC2C)oc2ccccc12 (centres undefined)	1	-0.2	7	2.6	i	-2	-6	5	-8	3
COCCCNc1oc(-c2ccccc2Cl)nc1C#N	1	-1.0	1	0.4	i	7	1	-3	-4	8
COc1ccc2nc(Cl)cc(Cl)c2c1	4	0.0	0	0.5	i	-5	2	-3	-10	-5
CCOC(=O)c1sc2nc(CSc3ccccc3Cl)[nH]c(=O)c2c1C	-1	-0.1	0	-1.6	.	-3	4	3	-5	-18
Cc1cc(=O)oc(C)c1C(=O)NCCN1CCOCC1	0	-0.8	0	-1.9	i	2	5	1	3	8
CCC(C(=O)NC(C)(C)C)n1c(-c2ccccc2)nc2ccccc21 (centres undefined)	2	-0.2	.	-0.2	.	.	.	1	.	.
CCOc1ccc(Nc2cc(=O)[nH]c(=O)[nH]2)cc1	2	-0.4	-2	-1.2	i	-5	-3	-1	-5	2
O=C(Nc1ccncc1)c1ccc2c(c1)C(=O)N(C1CCCCC1)C2=O	-22	-0.7	-1	0.1	i	2	-1	-3	-5	3
CCCNC(=O)Cc1c(C)n(C(=O)c2ccc(Cl)cc2)c2ccc(OC)cc12	5	0.4	1	2.2	i	-1	-3	0	-4	12
CCOCc1cc(CN2CCC(CCC(=O)NC3CC3)CC2)ccc1OC	-3	-1.0	-1	-1.4	i	-4	5	6	3	5
Carrying on:
SMILES	SUMO1-SIM PPI	TbMetRS inhib	STEP inh	LMPTP block	Rpn11 inh	NadD block	DNMT1 inh	CSN inh	Scp1 inh	PABP1 MLLE inh
O=C(CNC(=O)c1ccco1)N=Nc1c(O)[nH]c2ccc([N+](=O)[O-])cc12	-16	-0.1	4	-1.4	i	0	11	-4	7	-3
COc1cc(Cl)cc(C(c2c(C(=O)O)[nH]c3ccccc23)c2c(C(=O)O)[nH]c3ccccc23)c1O	10	0.8	-6	2.0	i	22	0	2	-11	11
Cc1ccc(C)c(OC2=NS(=O)(=O)c3ccccc32)c1	-3	-0.3	1	0.1	i	-3	-1	-11	-5	22
Nc1ccc(Oc2ccc3c(c2)C(=O)N(CC2CCCO2)C3=O)cc1 (centres undefined)	-22	-0.5	3	-1.5	i	-1	0	2	-1	6
COc1ccnc(N2CCN(c3ccccc3)CC2)c1C#N	-1	-1.2	-3	-0.1	i	-7	2	2	13	-2
Cc1ccc2nc(Nc3ccc(C)c(Cl)c3)c3nncn3c2c1	-1	0.1	0	3.8	i	-5	5	3	-1	2
COc1ccccc1NC(=O)Cn1c(CN2CCCCC2)nc2ccccc2c1=O	-1	-0.8	-4	2.8	i	0	-2	0	-1	-6
O=C(NCc1nc2ccccc2[nH]1)C1=C[C@@H](C2CCCCC2)C[C@@H](OCc2ccc(CO)cc2)O1	0	9.0*	5	2.5	i	18	-21	4	7	-26
O=c1[nH]c(=S)[nH]c2c1[C@H](CCc1cccc(Cl)c1)O[C@H](C1CCCC1)C2	9	-0.5	.	1.4	.	14	.	-2	.	.
CCc1cc(=O)[nH]c(SCC(=O)N2CCCC2)n1	0	-0.4	-2	-0.5	i	-3	0	2	1	7
CCCn1nc(C(=O)NC2CCCC2)c2ccccc2c1=O	-1	0.0	-1	-1.0	i	-3	6	-3	-5	3
Nn1c(Cc2cccc3ccccc23)nnc1SCc1ccccc1Cl	1	0.0	-2	1.4	i	-7	6	-3	10	-121
